hIAP block – blocks human intestinal alkaline phosphatase | P09923 | purified IAP, CDP-Star luminescence, 30 min | inhibition, % at 10 µM | actives 0.12% (n = 330,000) | AID 2544;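 active = inhibition reaching a set limit with compound at 10 µM in the primary screen, cut at about 35% in these data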;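 note: plate controls were DMSO wells with enzyme for no effect and no-enzyme buffer wells for full effect; values of inactives mirror those of a sister screen read the other way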
Target sequence (P09923 whole entry, looked up): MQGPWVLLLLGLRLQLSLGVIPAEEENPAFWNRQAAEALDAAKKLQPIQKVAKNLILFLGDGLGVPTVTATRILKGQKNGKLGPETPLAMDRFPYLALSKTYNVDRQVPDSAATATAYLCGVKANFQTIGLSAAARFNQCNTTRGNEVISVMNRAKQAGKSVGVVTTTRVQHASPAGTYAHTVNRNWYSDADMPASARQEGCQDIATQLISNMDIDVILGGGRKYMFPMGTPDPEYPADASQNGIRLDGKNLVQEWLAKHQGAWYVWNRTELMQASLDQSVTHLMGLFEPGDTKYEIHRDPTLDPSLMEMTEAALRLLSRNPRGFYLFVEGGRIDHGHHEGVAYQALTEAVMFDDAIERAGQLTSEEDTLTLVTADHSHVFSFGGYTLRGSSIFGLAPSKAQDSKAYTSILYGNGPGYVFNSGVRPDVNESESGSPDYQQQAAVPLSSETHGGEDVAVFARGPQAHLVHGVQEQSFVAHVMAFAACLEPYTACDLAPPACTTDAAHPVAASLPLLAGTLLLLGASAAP
mIAP act – mouse IAP activation; muIAP, CDP-Star luminescence, 30 min; active compounds read high; 1 = vehicle-only enzyme signal, 0 = enzyme-free wells; activation factor at 10 µM; actives 0.24% (n = 330,000); AID 2805;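 active = activation factor of at least 2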; note: the source names both 10 and 20 µM as test concentration; values of inactives mirror those of a sister screen read the other way
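System: mouse IAP enzyme. Reagent: CDP-Star chemiluminescent phosphatase substrate. Benchmarks: DMSO wells, no-enzyme wells. Times: 30 min enzyme-substrate-compound incubation at room temperature. Detection: luminescence from enzymatic CDP-Star hydrolysis. Doses: test compounds delivered from DMSO solution.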
Apaf1 inhib – blocks human Apaf-1 apoptosome activity. O14727. reconstituted apoptosome caspase-3 activity, DEVD-Rh110 fluorescence. inhibition, % at 20 µM. actives 0.71% (n = 330,000); active = inhibition of at least 40% at 20 µM;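 note: plate controls were DMSO wells for no effect and DEVD-CHO caspase inhibitor wells for full effect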
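Material: cell-free apoptosome with Apaf-1, procaspase-3 and caspase-9; Buffer or medium: Hepes pH 7.5 with detergent and BSA; Reagent: cytochrome c trigger plus (Z-DEVD)2-Rh110 caspase-3 substrate; Times: compound with Apaf-1, dATP, procaspase-3 30 min, then 50 min reaction, room temperature; Technique: Rh110 fluorescence intensity.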
tim10-1 inh – tim10-1 yeast growth inhibition; S. cerevisiae tim10-1 ts strain growth, BacTiter-Glo, 24 h; inhibition, % at 20 µM; actives 2.2% (n = 330,000); AID 463190;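 active = inhibition of at least 40%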;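 note: mutant grown at 25 °C; 0% = DMSO wells with yeast and 100% = wells holding no yeast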
hIAP act – increases human intestinal alkaline phosphatase activity | P09923 | purified human IAP, CDP-Star luminescence, 30 min; active compounds read high; 1 = vehicle-only enzyme, 0 = enzyme-free background | activation factor at 10 µM | actives 0.16% (n = 330,000) | AID 2524;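 active = activation factor of the enzyme at least 2-fold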; note: the source names both 10 and 20 µM as test concentration; values of inactives mirror those of a sister screen read the other way
ATG4B inhibitor – blocks human ATG4B protease cleavage of LC3 substrate | Q9Y4P1 | ATG4B cleavage of LC3-PLA2, NBD-HPC fluorescence, 1 h | inhibition, % at 8.33 µM | actives 0.51% (n = 340,000) | AID 504462; in the data active = inhibition above about 40%
Target sequence (Q9Y4P1 whole entry, looked up): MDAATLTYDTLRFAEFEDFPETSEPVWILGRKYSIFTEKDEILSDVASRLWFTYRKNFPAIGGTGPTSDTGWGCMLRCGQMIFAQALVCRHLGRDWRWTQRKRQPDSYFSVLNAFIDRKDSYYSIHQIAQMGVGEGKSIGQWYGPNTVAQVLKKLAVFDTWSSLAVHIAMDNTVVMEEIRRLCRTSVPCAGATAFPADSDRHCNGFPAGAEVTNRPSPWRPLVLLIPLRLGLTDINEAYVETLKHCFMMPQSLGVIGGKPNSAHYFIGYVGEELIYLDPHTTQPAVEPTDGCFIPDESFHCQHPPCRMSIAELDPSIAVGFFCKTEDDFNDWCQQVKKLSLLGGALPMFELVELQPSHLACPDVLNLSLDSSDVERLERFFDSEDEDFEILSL
mIAP block – mouse IAP inhibition; actives 0.2% (n = 330,000); purified mouse IAP, CDP-Star luminescence, 30 min; inhibition, % at 10 µM;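 active = inhibition of at least 40% at 10 µM in the primary screen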;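 note: plate controls were DMSO with enzyme for no effect and no enzyme wells for full effect; values of inactives mirror those of a sister screen read the other way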
NLRP3 yeast inh – inhibitors of NALP3 inflammasome in yeast; Yeast reconstituted NLRP3/ASC/caspase-1, beta-gal luminescence, 24 h; inhibition, % at 10 µM; actives 0.39% (n = 330,000);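 active = inhibition of 50% or more; inactive = inhibition below 50%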;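 note: plate controls were induced DMSO wells for no effect and uninduced yeast grown without galactose for full effect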
TIM10 inh – TIM10 yeast growth inhibition; S. cerevisiae TIM10 strain growth, BacTiter-Glo luminescence, 24 h; inhibition, % at 10 µM; actives 1.4% (n = 330,000);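 active = inhibition of 40% or more at the single tested concentration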;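 note: wild-type TIM10 isogenic control strain grown at permissive 25 °C; 0% = DMSO yeast wells and 100% = minimal medium wells without yeast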
Active calls of the source: *; . = not tested or not shown.

SMILES | hIAP block | mIAP act | Apaf1 inhib | tim10-1 inh | hIAP act | ATG4B inhibitor | mIAP block | NLRP3 yeast inh | TIM10 inh
COc1ccc(Cn2nnnc2CN(Cc2cc3cc(C)ccc3[nH]c2=O)C2CCCC2)cc1 | 1 | 0.98 | 22 | 13 | 0.99 | -10 | 2 | 13 | 5
CN(C)c1nc(N)nc(-c2cccnc2)n1 | 2 | 1.2 | 0 | -20 | 0.98 | 0 | -17 | 0 | -12
COc1ccc(OC)c2[nH]c(=O)c(CCNC(=O)C(C)C)cc12 | 6 | 0.95 | -3 | 14 | 0.94 | -2 | 4 | -17 | 15
COc1cc(C(=O)NCC2(N(C)C)CCCCC2)ccc1OCc1ccccc1 | 12 | 1 | 6 | -4 | 0.88 | -8 | -2 | 15 | -2
Cc1ccc(C)c(C(=O)O/N=C(\N)c2ccc(Br)cc2)c1 | -3 | 0.9 | -5 | 57* | 1 | -7 | 10 | 33 | 87*
CCOc1ncnc2c1sc1nc(C)cc(C)c12 | -15 | 1.1 | 1 | 25 | 1.2 | -7 | -8 | 7 | -6
COc1ccc(N(CC(=O)N/N=C/c2ccc(F)cc2)S(=O)(=O)c2ccccc2)cc1 | 1 | 0.97 | 20 | -5 | 0.99 | -13 | 3 | 20 | 24
Cc1ccc(C(C)C)c(OCC(=O)Nc2ccc3c(c2)nc(CN2CCCC2)n3C)c1 | -24 | 1.1 | 14 | 15 | 1.2 | 6 | -14 | 5 | 15
Cc1cc(OCC(=O)NCc2ccccn2)c2c(C)c(Cc3ccccc3)c(=O)oc2c1 | -47 | 0.95 | 10 | 26 | 1.5 | -10 | 5 | -1 | 14
O=C(O)CSCC(=O)N1N=C2/C(=C/c3ccccc3)CCCC2C1c1ccccc1 (centres undefined) | 1 | 0.92 | 18 | 29 | 0.99 | 0 | 8 | 22 | 8
CC(=O)NCC1(O)CCCC(C)C1 (centres undefined) | 2 | 0.96 | -5 | 15 | 0.98 | 7 | 4 | -3 | -9
COc1ccc2nc(SCC(=O)Nc3ccc4sc(C)nc4c3)c(C#N)cc2c1 | 24 | 1 | -6 | 7 | 0.76 | -3 | 0 | 13 | -6
O=C(CN(C(=O)c1csnn1)c1cccc(C(F)(F)F)c1)NCCc1ccccc1 | 1 | 1 | 3 | -7 | 0.99 | -4 | -2 | 13 | 10
COC(=O)c1ccc(CN2C(=O)NC3(CCCCC3)C2=O)cc1 | -8 | 1.1 | 5 | -9 | 1.1 | -3 | -8 | 12 | -3
CCOC(=O)c1[nH]c2ccc(OC)cc2c1NC(=O)OC | -3 | 1.1 | -2 | 16 | 1 | -9 | -10 | 13 | 1
CCOc1ccc(C2CC(=O)N(Nc3ccc([N+](=O)[O-])cc3[N+](=O)[O-])C2=O)cc1 (centres undefined) | 17 | 0.84 | 1 | 18 | 0.83 | -11 | 16 | 18 | 8
COc1ccc(C(=O)Nc2c3c(nn2-c2ccc(Cl)cc2)CS(=O)(=O)C3)cc1 | -27 | 1.1 | -1 | 5 | 1.3 | 1 | -6 | 18 | 6
CN(C)S(=O)(=O)c1cccc(NC(=O)c2ccc(NS(=O)(=O)c3cccs3)cc2)c1 | 3 | 1 | -13 | -3 | 0.97 | 6 | 0 | 9 | 4
Cc1ccc(-c2cc(C(=O)N/N=C/C=C/c3ccccc3)n[nH]2)o1 | -6 | 0.99 | 14 | 2 | 1.1 | 2 | 1 | 7 | -1
O=C(Cc1ccc(Cl)cc1)Nc1cccnc1 | -3 | 0.97 | 3 | 10 | 1 | 2 | 3 | 7 | 1
Cc1ccc(NC(=O)c2cccc(S(=O)(=O)N3CCCC3)c2)nc1 | 6 | 1 | 12 | 19 | 0.94 | -4 | -4 | 5 | -22
O=C(Nc1cccc(OC(=O)c2ccc(Br)o2)c1)c1ccccc1 | -18 | 0.98 | 3 | 24 | 1.2 | 8 | 2 | 22 | 36
COC(=O)c1sc(N)c(C(=O)OC)c1COC(=O)C12CC3CC(CC(O)(C3)C1)C2 | 11 | 0.98 | 5 | 0 | 0.89 | 6 | 2 | 11 | -3
C[C@H]1CCC[C@@]2(O[C@H](CCO)C[C@H](O)[C@H]2O)O1 | 7 | 0.96 | -8 | 0 | 0.93 | -8 | 4 | -1 | 3

Complete entries, quoted from the list. Screens in order: hIAP block | mIAP act | Apaf1 inhib | tim10-1 inh | hIAP act | ATG4B inhibitor | mIAP block | NLRP3 yeast inh | TIM10 inh
Entry for CCOc1ncnc2c1sc1nc(C)cc(C)c12 = -15 | 1.1 | 1 | 25 | 1.2 | -7 | -8 | 7 | -6
Entry for COc1cc(C(=O)NCC2(N(C)C)CCCCC2)ccc1OCc1ccccc1 = 12 | 1 | 6 | -4 | 0.88 | -8 | -2 | 15 | -2
Entry for COC(=O)c1sc(N)c(C(=O)OC)c1COC(=O)C12CC3CC(CC(O)(C3)C1)C2 = 11 | 0.98 | 5 | 0 | 0.89 | 6 | 2 | 11 | -3
Entry for CCOC(=O)c1[nH]c2ccc(OC)cc2c1NC(=O)OC = -3 | 1.1 | -2 | 16 | 1 | -9 | -10 | 13 | 1

Following part:
SMILES | hIAP block | mIAP act | Apaf1 inhib | tim10-1 inh | hIAP act | ATG4B inhibitor | mIAP block | NLRP3 yeast inh | TIM10 inh
COc1cc(Cl)c(CN2CCCC(CO)(Cc3ccccc3F)C2)cc1OC (centres undefined) | -12 | 0.97 | 9 | 20 | 1.1 | 4 | 3 | 15 | 1
Cc1cc(C)c(S(=O)(=O)N/N=C/c2ccc3c(c2)OCO3)c(C)c1 | 4 | 1 | 6 | 20 | 0.96 | -3 | 0 | 17 | -2
CCn1c(=N)n(CC(=O)C(C)(C)C)c2ccccc21 | -7 | 1 | -15 | 17 | 1.1 | 7 | 0 | 15 | 8
Cc1ccccc1N(C(=O)Cc1cccs1)C(C(=O)NCC1CCCO1)c1cccnc1 (centres undefined) | 15 | 1 | -6 | 0 | 0.85 | -15 | -1 | 10 | 7
Cc1ccc(CCNC(=O)C2CCC(=O)N2CCc2ccccc2)cc1 (centres undefined) | -16 | 0.94 | 2 | 20 | 1.2 | -2 | 6 | 0 | -6
N#CC1=C2N=C(N)c3ccccc3N2C2=C(C(=O)CCC2)C1c1cccc(Cl)c1 (centres undefined) | 6 | 0.86 | 11 | 3 | 0.94 | -2 | 14 | 18 | 4
CC(Sc1ccccn1)C(=O)Nc1ccccc1 (centres undefined) | -1 | 0.97 | -20 | 8 | 1 | 21 | 3 | 15 | -8
COc1ccc(NC(=S)Nc2cccc3ccccc23)cc1OC | 14 | 0.97 | 83* | 36 | 0.86 | -9 | 3 | 22 | 21
O=S(=O)(Cc1ccccc1)N1CCc2ccccc21 | 14 | 0.96 | -7 | 24 | 0.86 | . | 4 | 9 | -6
COc1cccc(N2CCN(C(=O)CC(NC(=O)c3ccccc3)c3ccccc3)CC2)c1 (centres undefined) | 3 | 1.4 | 12 | 8 | 0.97 | -3 | -43 | 16 | 11
Cc1c(C(=O)OCC(=O)NCc2ccco2)oc2ccccc12 | 1 | 1 | -1 | -12 | 0.99 | -6 | -2 | 27 | -7
CCCN1C2CCCC1CC(NC(=O)c1ccc(F)cc1)C2 (centres undefined) | 7 | 1 | 13 | 3 | 0.93 | -1 | -1 | 2 | -5
CN(Cc1ccccc1)C(=O)c1[nH]cnc1C(=O)N[C@@H](Cc1ccccc1)C(=O)OCc1ccccc1 | -48 | 0.93 | 26 | 17 | 1.5 | -5 | 7 | 8 | 13
COc1ccc(N(C)S(=O)(=O)c2cccc(C(=O)NC3CCC(C)CC3)c2)cc1 (centres undefined) | -14 | 1 | 16 | 0 | 1.1 | 3 | -5 | 17 | -32
CCOc1ccc(CNC(c2ccccc2)c2ccccc2)cc1 | 2 | 1 | 9 | 15 | 0.98 | 7 | -2 | 10 | 13
CC(=O)N(c1ccc(Br)cc1)C1C=CS(=O)(=O)C1 (centres undefined) | 1 | 0.89 | -5 | -14 | 0.99 | -6 | 11 | -12 | 10
CCC1CCCCN1C(=O)COC(=O)c1cccs1 (centres undefined) | -2 | 1 | 4 | 4 | 1 | -9 | -3 | -12 | 4
CN(C)c1nc(N)nc(CSc2nnnn2-c2ccc(C(=O)O)cc2)n1 | 17 | 0.91 | -23 | 7 | 0.83 | 4 | 9 | 3 | -3
CCCN1CCC(=O)N(CCSc2ccc(OC)cc2)CC1 | -6 | 1 | -2 | 0 | 1.1 | 4 | -4 | 10 | 12
COc1ccc(C(=O)C2CCCN(Cc3cn[nH]c3-c3ccc(F)cc3)C2)cc1OC (centres undefined) | -5 | 0.93 | -8 | -5 | 1 | -2 | 7 | 28 | -4
O=C(CSc1nncc2ccccc12)N1CCCCC1 | 26 | 1.1 | 6 | 20 | 0.74 | -1 | -5 | 8 | -4
COC(=O)CN1C(=O)C2(OCCCO2)c2cc(Br)ccc21 | 10 | 0.93 | -18 | 5 | 0.9 | -2 | 7 | -5 | -11
COc1cc(C2N(c3ccc(F)cc3)C(=O)C3CCCN32)cc(OC)c1OC (centres undefined) | 19 | 0.95 | -6 | -7 | 0.81 | -2 | 5 | 1 | 4
O=C1c2cccc3c(N4CCOCC4)c([N+](=O)[O-])cc(c23)C(=O)N1c1cccc2ccccc12 | -10 | 0.85 | 24 | 37 | 1.1 | 1 | 15 | 21 | 18
CN(C(=O)CSc1nc2ccc([N+](=O)[O-])cc2s1)C1CCS(=O)(=O)C1 (centres undefined) | 7 | 0.96 | -3 | 20 | 0.93 | -2 | 4 | -1 | -13
Cn1c(=O)c2c(nc(N3CCC(C(N)=O)CC3)n2CCSc2nc3ccccc3s2)n(C)c1=O | -10 | 0.97 | 0 | -14 | 1.1 | -4 | 3 | 11 | 6
O=c1c2c3c(sc2[nH]c(=S)n1Cc1ccco1)CCC3 | 1 | 0.41 | 12 | 35 | 0.99 | 13 | 59* | 14 | 32
COc1ccc2[nH]c(C)c(CCNc3ccc(C(F)(F)F)cc3[N+](=O)[O-])c2c1 | 11 | 0.98 | 6 | 22 | 0.89 | 3 | 2 | 17 | 12
O=C(Cn1cc(C(F)(F)F)ccc1=O)Nc1ccc(N2CCOCC2)cc1 | 6 | 0.93 | -18 | 11 | 0.94 | -7 | 7 | 14 | 2
Nc1nn(-c2ccccc2)c(N)c1N=Nc1ccc2c(c1)OCO2 | -2 | 0.94 | 2 | 10 | 1 | 41* | 6 | 31 | -3
COc1cccc(N(CC(=O)NCCSc2ccccc2)S(C)(=O)=O)c1 | 11 | 0.96 | -13 | 11 | 0.89 | -7 | 4 | 5 | 6
COC(=O)/C(C#N)=C/c1c(N2CCN(c3ccc(OC)cc3)CC2)nc2c(C)cccn2c1=O | 21 | 0.88 | 23 | 35 | 0.79 | 9 | 12 | 15 | 16
CC(CCc1ccco1)N(C)S(=O)(=O)c1csc(C(N)=O)c1 (centres undefined) | 18 | 0.98 | -5 | 2 | 0.82 | 6 | 2 | 4 | 2
COc1ccc(C(=O)NC2CC2)cc1OC1CCN(C(C)CSC)CC1 (centres undefined) | 8 | 0.98 | 5 | -8 | 0.92 | 28 | 2 | 2 | 2
COC(=O)CC1(c2ccccc2)C(=O)c2ccccc2C1=O | -4 | 0.82 | 2 | 13 | 1 | -6 | 18 | -23 | -2
COc1ccc(OC)c(C2N(c3cc(C)on3)C(=O)C3CCCN32)c1 (centres undefined) | 7 | 1 | 0 | 1 | 0.93 | -11 | 0 | 14 | 3
Cc1cc([N+](=O)[O-])ccc1-c1ccc(/C=N/NC(=O)Cc2ccccc2)o1 | 9 | 0.85 | 17 | 14 | 0.91 | -13 | 15 | 7 | 15
